# CAL PDZ FP-1: untagged CAL PDZ binding inhibitors, primary screen, biochemical, fluorescence polarization, HTS; Golgi-associated PDZ and coiled-coil motif-containing protein (Homo sapiens), Q9HD26; purified CAL PDZ, TMR-peptide fluorescence polarization, 1 h; inhibition, % at 24.9 µM; 0.92% of 300,000 active; AID 602252, 2012;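 active = mean inhibition of at least 30% with at least half of replicates also reaching 30%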;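 also: 0% = DMSO neutral control and 100% = excess unlabeled competitor peptide PRC23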
# CAL PDZ FP-2: CAL PDZ peptide-binding inhibitors, primary screen, biochemical, fluorescence polarization, Cer-tagged CAL PDZ, HTS. 0.02% of 330,000 active. Golgi-associated PDZ and coiled-coil motif-containing protein (Homo sapiens), Q9HD26. purified CAL PDZ, TMR-peptide fluorescence polarization, 1 h. AID 504414, 2011. inhibition, % at 20 µM;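 active = highest replicate inhibition of at least 40%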;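 also: plate controls were DMSO neutral control wells for no effect and unlabeled competitor peptide control wells for full effect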
#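 material = purified tagged CAL PDZ domain construct (CerCALP) | buffer or medium = sodium phosphate/NaCl buffer pH 7.4 with TCEP, IgG, Thesit | reagent = TMR-labelled reporter peptide T*-PRC34 bound in PDZ groove | incubation = 1 h room-temperature incubation prior to read | measured by = fluorescence polarization (mP) | evaluation = percent inhibition from loss of millipolarization | control set = unlabelled peptide and DMSO controls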
# V-ATPase pHluor: regulators of yeast V-ATPase proton pumping, primary screen, pHLuorin cytosolic pH fluorescence | S. cerevisiae | response, % at 10 µM | 0.37% of 350,000 active | AID 504577, 2011; in the data active = response mostly above about 7.3%, no sharp cut-off; inactive = mostly below about 5.4%; also: actives read high; inactives centre near 0; some compounds called inactive have numbers as strong as hits
# DAGLB inhibitor: DAGLB lipase inhibitors, primary screen, biochemical, fluorescence, HTS. AID 504411, 2011. Diacylglycerol lipase-beta (Homo sapiens), Q8NCG7. 0.059% of 340,000 active. HEK293T DAGLB membrane lysate, EnzChek fluorogenic substrate. inhibition, % at 5.17 µM; in the data active = inhibition above about 34%;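 also: 0% = enzyme with vehicle and 100% = wells lacking enzyme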
# Target sequence (Q8NCG7 whole entry, looked up): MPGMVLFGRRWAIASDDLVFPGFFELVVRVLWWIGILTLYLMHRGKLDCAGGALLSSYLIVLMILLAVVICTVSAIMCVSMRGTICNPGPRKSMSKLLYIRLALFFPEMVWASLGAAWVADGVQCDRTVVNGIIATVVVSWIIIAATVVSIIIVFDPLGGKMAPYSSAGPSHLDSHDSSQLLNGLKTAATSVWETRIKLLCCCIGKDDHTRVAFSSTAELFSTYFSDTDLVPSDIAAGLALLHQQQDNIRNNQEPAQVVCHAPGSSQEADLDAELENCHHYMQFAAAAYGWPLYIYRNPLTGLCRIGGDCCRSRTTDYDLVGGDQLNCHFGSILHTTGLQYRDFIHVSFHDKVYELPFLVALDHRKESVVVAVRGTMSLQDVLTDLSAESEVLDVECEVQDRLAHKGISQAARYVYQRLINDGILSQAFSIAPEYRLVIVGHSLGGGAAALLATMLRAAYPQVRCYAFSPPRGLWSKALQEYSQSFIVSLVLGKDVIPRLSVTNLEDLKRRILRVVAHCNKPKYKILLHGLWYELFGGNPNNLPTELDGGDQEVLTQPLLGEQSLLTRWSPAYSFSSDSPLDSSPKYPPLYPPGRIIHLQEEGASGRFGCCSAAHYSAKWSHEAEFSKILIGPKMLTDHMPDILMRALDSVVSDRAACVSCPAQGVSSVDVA
# NSD2 inh: NSD2 histone methyltransferase inhibitors, primary screen, biochemical, AlphaScreen, single concentration, set 2. NSD2 peptide methylation, 120 min. inhibition, % at 12.5 µM. AID 743445, 2014. 0.54% of 310,000 active. Histone-lysine N-methyltransferase NSD2 (Homo sapiens), O96028; in the data active = inhibition above about 50%
# LANA DNA inh: inhibitors of KSHV C-LANA binding to DNA, primary screen, biochemical, fluorescence polarization, FAM-LBS DNA, MBP-C-LANA, single point | 0.078% of 340,000 active | AID 504423, 2011 | inhibition, % at 9 µM;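 active = highest replicate inhibition at or above 60% at 9 µM, even if other replicates fall short; inactive = all replicates below 60% inhibition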;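 also: 0% = neutral control wells and 100% = 4 µM acridine orange control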
# RTF Ca sens inh: cardiac RTF calcium sensitivity inhibitors, primary screen, biochemical, IANBD-TnC fluorescence, EC70 calcium. AID 493244, 2011. IANBD-labeled cardiac RTF, Ca2+ fluorescence. inhibition, % at 7.15 µM. 0.12% of 340,000 active;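 active = inhibition above the mean inhibition of all tested compounds plus 3 SD, cut at about 17% in these data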;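 also: assay run at fixed EC70 calcium of 1.6 mM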
# Pemphigus Ab inh: inhibitors of pemphigus antibody binding to DSG3, primary screen, biochemical, bead-based, flow cytometry, scFv-GFP; Desmoglein-3 (Homo sapiens), P32926; DSG3-coupled beads, scFv-anti-DSG3-GFP binding; hits give low values; binding (percent of control), % at 10 µM; 0.48% of 310,000 active;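 active = binding more than 3 SD below its plate's average and above zero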;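 also: hits lower antibody fragment binding to DSG3; some compounds called inactive have numbers as strong as hits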
# Keap1-Nrf2 PPI: Keap1-Nrf2 protein-protein interaction inhibitors, primary screen, biochemical, fluorescence polarization, single point; Kelch-like ECH-associated protein 1 (Homo sapiens), Q14145; Keap1 Kelch-Nrf2 peptide fluorescence polarization, 1536-well; inhibition, % at 9.4 µM; 0.15% of 340,000 active; AID 504523, 2011; in the data active = inhibition above about 12%;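 also: human Keap1 Kelch domain with fluorescein labeled Nrf2 9mer peptide probe; 0% = neutral control wells and 100% = peptide positive control; higher means more block of Keap1 binding to Nrf2 peptide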
# Arrestin-AP2 inh: inhibitors of beta-arrestin/AP2 binding, primary screen, biochemical, GPCR trafficking, flow cytometry; beta-arrestin 1 C-terminal peptide binding to AP2 beta2-adaptin appendage (human); FITC-arrestin peptide / GST-AP2 beads; AP2 beta2 appendage carries R879A mutation; inhibition, % at 10 µM; 0.31% of 340,000 active; AID 504490, 2011;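 active = inhibition above a set limit, near 3 SD of compounds lacking own fluorescence, cut at about 54% in these data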;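 also: plate controls were DMSO wells for no effect and 5 µM unlabelled arrestin peptide for full effect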
#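 Material – AP2 appendage R879A on GSH beads · Buffer or medium – PBS with 0.05% Tween 20 and 0.1% BSA · Probe or stimulus – fluorescein-tagged arrestin peptide at 50 nM final · Incubation – compound with beads 12 min RT, then probe 1 h RT · Detection – high-throughput flow cytometry of beads, ex 488, em 535 nm · Evaluation – percent response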
# Active calls of the source: *; · = no result given. A portion of the library. The share of hits here may be higher or lower than overall.
No.	compound	CAL PDZ FP-1	CAL PDZ FP-2	V-ATPase pHluor	DAGLB inhibitor	NSD2 inh	LANA DNA inh	RTF Ca sens inh	Pemphigus Ab inh	Keap1-Nrf2 PPI	Arrestin-AP2 inh
1	N#CCCN(C(=O)COC(=O)c1cc(=O)[nH]c2ccccc12)c1ccccc1	-1	-1.5	0	1	-2	-3.5	0	129	-5	-4
2	COc1ccccc1N1CCN(CCCCN2C(=O)C3CCCN3C2=O)CC1 (configuration not stated)	-7	10	0	1	-3	0.0	-9	97	-2	9
3	COc1ccc(-c2cc(C(=O)N(C)Cc3ccccc3F)c3ccccc3n2)cc1OC	-4	-2.3	1	0	15	0.4	-5	105	2	18
4	O=C(CNS(=O)(=O)c1ccc(F)cc1)N1CCN(c2ccc(F)cc2)CC1	0	-0.4	2	-1	-2	-0.1	-10	99	-4	8
5	COc1ccc(C2CC(c3ccccc3)n3nnnc3N2)cc1 (configuration not stated)	-6	0.8	-1	-4	-1	-1.2	-3	·	2	5
6	O=C(Cn1c2c(c(=O)n3ncnc13)CCC2)N/N=C/c1ccc(Cl)cc1	13	-1.0	0	1	0	-2.0	-7	105	-4	-7
7	COc1cc(NC(=O)c2cccs2)c(C(=O)OCC(=O)NCc2ccco2)cc1OC	-4	-1.1	2	0	-1	-2.4	2	98	-7	10
8	Cc1ccc(-c2onc3ccc(C4OCCO4)cc23)cc1	·	-0.6	1	-6	0	-0.8	2	101	2	0
9	CSc1nnc([C@H](C)NC(=O)OC(C)(C)C)o1	-2	-0.7	-1	1	-3	-0.4	1	114	-1	4
10	CCS(=O)(=O)N1CCC(NC(=O)c2cc(OC)cc(OC)c2)CC1	-3	0.1	-2	-2	-1	2.6	-11	100	2	0
11	COc1ccc(-c2nc(C=O)cs2)cc1	-6	-0.2	-2	2	-1	0.3	-8	99	3	11
12	CCOc1ccc(NCc2cc3c(C(C)(C)C)nn(-c4ccccc4)c3[nH]c2=O)cc1	-4	-1.2	-4	9	2	-0.5	3	93	-1	9
13	COc1cc(C2CC(=O)c3c([nH]c(C(=O)OCCOC(C)C)c3C)C2)cc(OC)c1OC (configuration not stated)	·	-1.4	-1	0	·	-1.2	-3	104	-1	1
14	Cc1ccc(OCC(=O)N(Cc2ccco2)c2c(N)n(Cc3ccccc3)c(=O)[nH]c2=O)cc1C	-12	-0.8	3	3	1	-4.0	-3	106	2	2
15	NC1=NC(c2ccc(Cl)cc2)N(c2ccc(S(N)(=O)=O)cc2)C(N)=N1 (configuration not stated)	-5	-1.4	0	0	-2	-1.3	-2	97	2	0
16	CCC(=O)NC(=S)Nc1ccc(NC(=O)COc2ccc([N+](=O)[O-])cc2)cc1	3	-3.0	1	4	·	-1.1	-6	100	-4	-9
17	CN(C)/C=C(\C#N)C(=O)N/N=C/c1ccc(F)cc1	4	-0.3	2	3	0	8.8	-3	107	1	5
18	CCOC(=O)c1c(C)[nH]c(C)c1C(=O)CSc1nnc(N)s1	-2	-1.8	3	1	3	0.7	-3	99	1	44
19	CN(Cc1nc2ccccc2c(=O)[nH]1)C(=O)c1ccc(S(=O)(=O)N2CCCC2)cc1	-5	-0.1	-3	2	-7	2.0	-9	97	-6	-5
20	N#Cc1ccc(COC(=O)CCc2c[nH]c3ccccc23)cc1	8	0.0	-6	-4	7	-0.1	10	103	5	-11
21	Cn1c(=O)c(C(=O)N2CCc3ccccc32)cc2cccnc21	-3	-2.3	2	2	1	-0.5	6	99	-1	-9
22	NC(=O)c1ccccc1NS(=O)(=O)Cc1ccccc1	-2	-1.8	0	1	-3	0.7	-7	94	0	4
23	O=C(NC1CC1)C1=C[C@H](c2coc3ccccc3c2=O)C[C@H](OCCCCO)O1	1	0.2	-2	-2	·	-1.0	1	100	2	10
24	COc1ccccc1/C=C/C=N/n1c(C)nnc1C	2	-2.4	8	-1	4	0.2	-13	96	-2	-6
25	Cc1cccc(C)c1NC(=O)CN(C)C(=O)/C=C/c1cccs1	-3	-1.3	-1	-1	0	1.8	-6	96	-4	24
26	CC1(C)C(=O)N(c2ccccc2)C(=O)c2ccccc21	-2	-0.9	2	-3	-4	0.7	-6	·	-8	-1
27	COc1ccccc1N1CCN(Cc2ccco2)CC1	-35	-1.2	1	2	3	0.7	-16	99	-1	0
28	O=C(O)Cc1ccc(O)c(O)c1	-2	-0.1	-4	1	·	0.5	-1	98	0	0
29	COc1ccc(N2C(=NC(=O)C3CCCCC3)SC3CS(=O)(=O)CC32)cc1 (configuration not stated)	3	-1.0	8.0*	3	-3	0.6	-12	105	2	33
30	Clc1ccc(CNc2ccccn2)cc1	-4	15	-2	-2	0	0.8	-6	105	-4	-25
31	COc1cccc(COc2cc3ccccc3nc2C)c1	0	-5.0	5	-8	1	-0.3	5	110	-2	10
32	CC(=O)Nc1sc2c(c1C(c1ccccc1)N1CCOCC1)CCCC2 (configuration not stated)	-3	-3.3	4	0	11	0.8	4	109	0	5
33	C1CCC(c2nn3c(-c4n[nH]c5c4CCC5)nnc3s2)CC1	-8	-1.6	-4	1	37	-3.0	-5	97	-2	16
34	O=C(Nc1cccc(S(=O)(=O)N2CCOCC2)c1)c1ccc(=O)[nH]c1	1	0.4	4	-3	·	-1.2	4	102	-5	-2
35	COC(=O)C(C)NC(=O)C12CC3CC(CC(C3)C1)C2 (configuration not stated)	-3	·	-2	-2	0	0.8	-2	·	4	23
36	CCCc1cc(=O)[nH]c(SCC(=O)N2CCc3ccccc3C2)n1	-2	-0.3	-8	1	1	-1.9	-1	107	5	6
37	CCSc1nc2c(c(=O)[nH]1)C(c1ccncc1)C(C(=O)OC(C)C)=C(C)N2 (configuration not stated)	-1	-5.3	5	1	·	0.2	-3	100	0	-3
38	CCN1CCN(C(=O)CCN2C(=O)c3ccccc3C2=O)CC1	-1	-1.3	-2	-2	-1	-0.4	10	85	-1	-3
39	COc1cc2c(C(=O)O)c(C)n(C)c2c2ccccc12	-2	-0.1	3	2	3	2.3	2	98	-4	-14
40	CCSc1nnc(NC(=O)c2ccccc2)s1	-3	-2.2	1	5	0	1.0	9	103	4	-6
41	CCCS(=O)(=O)N1CCCC(C(=O)NCCN(C)Cc2ccccc2)C1 (configuration not stated)	-5	-0.3	-1	1	-3	-0.3	-26	99	0	14
42	Cn1c(C(=O)N2CCCC(Nc3ccc(F)cc3)C2)cc2ccccc21 (configuration not stated)	·	-0.3	1	-4	6	0.7	0	107	-5	11
43	CCn1c(=O)c([N+](=O)[O-])c(NCc2ccco2)c2ccccc21	·	·	-3	·	4	·	·	104	·	8
44	COc1ccccc1/C=N/NC1=NCCCCC1	-4	-1.6	3	0	-2	-0.7	-3	102	1	-18
45	O=C(COc1ccc(Br)cc1Cl)NC(=O)NCc1ccccc1	-3	-0.6	-2	-2	0	1.7	-2	·	-1	-8
46	Cc1c(NC(=O)CCCOc2ccccc2)cccc1[N+](=O)[O-]	47*	·	-7	-2	-39	1.5	-5	103	-4	-2
47	CCCCCC(=O)Nc1nnc(CCc2ccccc2)s1	-7	-1.3	-1	-4	0	0.4	-2	99	-1	-1
48	COc1ccc(OC)c(C(C)NC(=S)Nc2ccc(S(=O)(=O)Nc3ncccn3)cc2)c1 (configuration not stated)	-5	-4.1	3	1	-1	-1.8	9	·	-4	18
49	CCSc1nc2ccccc2c(=O)n1Cc1ccc(F)cc1	0	14	-4	-13	-4	-3.7	-8	98	-3	-2
50	CCOCCc1nn2c(=O)cc(CSCC(=O)Nc3cc(C)cc(C)c3)nc2s1	9	-0.9	-3	3	-5	-1.8	-4	99	-6	41
51	Cc1ccc(OCC(O)Cn2c(=N)n(Cc3ccccc3)c3ccccc32)cc1 (configuration not stated)	·	-2.0	-3	2	·	0.6	-4	115	-3	3
52	CCC(C)c1ccc(S(=O)(=O)N2CC(=O)Nc3ccccc32)cc1 (configuration not stated)	0	-1.0	-2	1	3	-0.1	11	98	-5	2
53	CCN1C(=NCCOC)N[C@@H](c2cccc(C(F)(F)F)c2)C(C(=O)OC)=C1C	3	-1.0	-3	-1	·	3.4	-1	107	-2	-5
54	CN(C)S(=O)(=O)c1ccc(C(=O)NCC(=O)N/N=C/c2ccccc2)cc1	-1	-1.4	3	-1	0	2.2	1	93	0	4
55	Cc1cc(N)n(-c2ccc(S(=O)(=O)N3CCCC3)cc2[N+](=O)[O-])n1	-3	-0.3	-3	0	-5	-0.8	0	100	-1	-16
56	Cc1ccc(C)[n+](CC(=O)c2ccc(-c3ccccc3)cc2)c1	-3	-1.4	0	-1	1	-2.1	-9	89	6	-8
57	CCCN(CCC)S(=O)(=O)c1ccc(Cl)c([N+](=O)[O-])c1	0	0.9	-3	-6	10	-3.5	8	104	-3	15
58	CCCc1nc(SCC(=O)N2CCOCC2)c2c(C)c(C)sc2n1	1	-0.3	-4	-5	3	0.0	15	·	-3	10
59	COc1ccc(CCN2CN(S(=O)(=O)c3ccccc3)c3nc4ccccc4nc32)cc1OC	-2	-2.9	0	-2	-1	0.0	-23	·	-3	6
60	Cc1ccc(-c2cc(-c3cccs3)[nH]n2)c(O)c1	-4	0.8	-1	-2	-1	-0.6	-4	115	-2	4
61	CCCCOc1ccc(C2OC34CCCCC3C(C#N)(C#N)C2(C#N)C(=N)O4)cc1 (configuration not stated)	-4	-0.9	-8	-2	·	60*	-32	107	27*	-2
62	O=C(CC1CCCCC1)NCc1ccccn1	-5	·	-2	-2	0	1.1	-9	104	3	-1

# Records 55 through 56, reprinted for reference:
No.	compound	CAL PDZ FP-1	CAL PDZ FP-2	V-ATPase pHluor	DAGLB inhibitor	NSD2 inh	LANA DNA inh	RTF Ca sens inh	Pemphigus Ab inh	Keap1-Nrf2 PPI	Arrestin-AP2 inh
55	Cc1cc(N)n(-c2ccc(S(=O)(=O)N3CCCC3)cc2[N+](=O)[O-])n1	-3	-0.3	-3	0	-5	-0.8	0	100	-1	-16
56	Cc1ccc(C)[n+](CC(=O)c2ccc(-c3ccccc3)cc2)c1	-3	-1.4	0	-1	1	-2.1	-9	89	6	-8
